High-throughput results deposited in PubChem by several laboratories.
West Nile antiviral: West Nile virus antiviral activity, cell-based, CPE readout (AID 1621); West Nile virus-infected cells, CPE inhibition; higher % means a stronger effect; one-dose CPE inhibition, % at 10 µM; IC50 in µM for titrated hits; hit rate 0.02% among 290,000; in the data active means a potency from the dose series; further: strong numbers were not always called active
MT stabilize HCS: stabilizes microtubules in HeLa cells. HeLa tubulin immunostaining HCS, 24 h; share of cells brighter than vehicle mean+2SD. % tubulin-high responders, % at 10 µM. hit rate 0.83% among 200,000;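 active means plate Z-score above 3 for both tubulin-high and condensed-nucleus cell shares, with cell loss under 80%, at 10 µM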;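 further: anti alpha tubulin signal scored within the nucleus-defined area of each cell; some results filed as inactive read as strong as hits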
b-catenin transl: alters nuclear translocation of beta-catenin in HeLa cells. hit rate 0.3% among 190,000. immunofluorescence imaging. nuclear translocation activity, % at 5 µM;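 active means nuclear translocation activity above 50% at 5 µM, with a well cell count of 50 or more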;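 further: per-cell ratio of nuclear to cytoplasmic median beta-catenin stain intensity; plate controls were DMSO negative control for no effect and GSK-3 inhibitor IX positive control for full effect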
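Test system: human HeLa cells, endogenous beta-catenin. Times: 24 h compound exposure, 37°C. Measured by: beta-catenin immunofluorescence imaging with DAPI.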
T cell modulator: T cell immune modulators affecting CD8 T cell-vesicle binding; 2C CD8+ T cell-vesicle binding, flow cytometry; stronger effect = lower value; calls only at 7 µM; hit rate 0.068% among 330,000; AID 2052;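 active means response, share of CD8 T cells binding vesicles, and their 90th percentile fluorescence all below set limits, cut at about 80% in these data, passing the limit was not always enough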
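incubation = binding step 1.5 h, 37 °C, antibody labelling 20 min, ice | test system = 2C mouse CD8+ T cells | read-out basis = percent CD8+ FL2 mean versus row control | controls = Peptide-free naked vesicles (low) and QL9 vesicles with 0.7% DMSO vehicle (high) | detection = flow cytometry of vesicle-bound cells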
Myeloid diff 2: myeloid differentiation induction; ER-HoxA9 myeloid progenitors, lysozyme-GFP differentiation, flow cytometry; calls only at 10 µM; hit rate 1% among 360,000;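 active means normalized GFP-positive differentiation at or above the plate's own cutoff, the solvent-only control mean plus 3 SD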;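 further: cells exposed to compound for four days before flow analysis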
Ins promoter up: MIN6 insulin promoter up-regulation; MIN6 insulin promoter-GFP reporter, high-content imaging; stronger effect = higher value; z-score at 5 µM; hit rate 0.3% among 190,000;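 active means z-score above 3 at 5 µM with at least 500 cells counted in the well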
Autophagy mod: autophagy modulation, high-content screen. calls only at 10 µM (by protocol). hit rate 0.98% among 190,000. MEF GFP-LC3 puncta imaging; test concentration mostly 10 µM. AID 463193;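 active means percentage of spot-positive cells more than 3 SD above its plate mean, without a fluorescence outlier flag or 80% toxicity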;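 further: spot-positive cell cutoff set from DMSO-treated cells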
Lipid droplet: hepatic lipid droplet formation modulation; inhibition, % at 6.5 µM; AID 1656; AML12 mouse hepatocytes, oleate lipid droplets, BODIPY imaging; hit rate 0.4% among 240,000;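 active means lipid droplet intensity inhibited by at least 50%, with more than 500 cells counted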
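System: AML12 hepatocytes (mouse). Probe or stimulus: oleic acid at 100 µM to induce lipid droplet formation. Times: overnight treatment with compound plus oleate. Detection: Image-based BODIPY and DAPI two-channel analysis. Evaluation: percent inhibition of filter-corrected integrated lipid droplet intensity per well.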
WT yeast gro inh: growth inhibition of WT yeast, mitochondrial fusion screen; mitochondrial fusion phenotypic screen, WT strain; inhibition, % at 10 µM; hit rate 2.1% among 190,000; AID 1362; in the data active means inhibition above about 58%; tested in S. cerevisiae
WT yeast gro inh mutant strain: recorded beside WT yeast gro inh, whose call it bears; inhibition, %; mitochondrial fusion phenotypic screen, mutant strain inhibition
Ins promoter up cell count: further read-out of Ins promoter up, marked with its call; cell count; measured here: cytotoxicity, nuclei count;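 total cells summed across four imaged fields per well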
Lipid droplet cells 6.5 µM: further read-out of Lipid droplet, marked with its call; cell count; measured here: cell count, cytotoxicity flag;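 cells counted across two imaged fields per well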
b-catenin transl cell count 5 µM: recorded beside b-catenin transl, whose call it bears; cell count; measured here: cell count, cytotoxicity flag
T cell modulator vesicle-bound %: further read-out of T cell modulator, marked with its call; double positive events, %; measured here: CD8+ vesicle-bound cell fraction;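 binding gate set so that unloaded-vesicle control wells show 10% double positive cells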
MT stabilize HCS Hoechst-high %: second read-out of MT stabilize HCS, no call of its own (marks repeat the call); % Hoechst-high responders; measured here: nuclear condensation Hoechst responders;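 share of cells brighter than vehicle mean plus two SD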
MT stabilize HCS cytotoxicity %: also measured in MT stabilize HCS; calls as there; toxicity, %; measured here: cytotoxicity by cell density;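 0% = mean cell density of plate MIN control wells and 100% = no cells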
Autophagy mod cell loss 18 h: further read-out of Autophagy mod, marked with its call; toxicity, %; measured here: cell loss, nuclei count;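 cell loss after 18 h compound exposure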
Myeloid diff 2 GFP+ MAC1+ %: second read-out of Myeloid diff 2, no call of its own (marks repeat the call); GFP+ MAC1+ double positive, %; measured here: differentiation confirmed by MAC1 staining
* hit, by the source's call; i = inactive; x = no result given.

canonical_smiles | WT yeast gro inh | Ins promoter up cell count | MT stabilize HCS cytotoxicity % | West Nile antiviral | Lipid droplet cells 6.5 µM | MT stabilize HCS | Autophagy mod cell loss 18 h | T cell modulator vesicle-bound % | MT stabilize HCS Hoechst-high % | b-catenin transl cell count 5 µM | Ins promoter up | Myeloid diff 2 | WT yeast gro inh mutant strain | Myeloid diff 2 GFP+ MAC1+ % | Lipid droplet | T cell modulator | Autophagy mod | b-catenin transl
CCOc1ccc(N(CC(=O)Nc2ccc(OC)cc2)S(=O)(=O)c2c(C)noc2C)cc1 | 14 | 901 | 8.1 | 0.2% | x | 3.5 | -17 | 49 | 2.6 | 1128 | -0.65 | i | 2 | 2.0 | x | i | i | -0.6
COC(CNC(=O)c1ccc2c(c1)nc(C)n2-c1ccc(F)c(F)c1)OC | -3 | 1176 | 2.7 | -0.4% | 771 | 2.7 | -30 | 50 | 1.7 | 1093 | 0.05 | i | -2 | 0.7 | 0 | i | i | 3.2
O=C(NCCCN1CCOCC1)c1ccc(CS(=O)(=O)Cc2ccc(Cl)cc2)o1 | -19 | 1231 | 7.2 | -0.1% | 624 | 4.3 | -4 | 17 | 1.6 | x | 0.92 | i | -8 | 1.0 | 0 | i | i | x
COCCN(CCOC)C(=O)c1cc2sc3ccccc3c2s1 | 7 | 1007 | 6.4 | -0.8% | x | 3.3 | 9 | 13 | 2.7 | 1025 | -0.23 | i | 2 | 1.1 | x | i | i | -2.3
O=C(CC1Sc2ncnn2C1=O)Nc1ccc(Cl)cc1 (stereo unspecified) | -6 | 1428 | 12 | -0.5% | 696 | 2.3 | 1 | 56 | 1.5 | 844 | 0.15 | x | 5 | x | 3 | i | i | 0.8
O=C(CCC(=O)N1CCCC1)Nc1nnc(C2CCCCC2)s1 | 6 | 1242 | 6.6 | 0.3% | x | 2.9 | 4 | 17 | 3.1 | 997 | 0.34 | i | -3 | 0.3 | x | i | i | -7.1
Cc1c(-c2ccccc2)sc2nc[nH]c(=S)c12 | 10 | 1310 | 11 | 1.2% | 692 | 3.1 | 16 | 46 | 1.1 | 951 | -0.35 | i | 3 | 0.3 | 3 | i | i | -1.0
Cc1cccc(N2CCN(S(=O)(=O)c3cc4c(cc3Cl)NC(=O)CO4)CC2)c1C | x | x | x | -0.5% | 752 | x | x | 21 | x | x | x | i | x | 2.4 | 13 | i | x | x
S=C(NCCCN1CCOCC1)Nc1ccc(Cl)c(Cl)c1 | 2 | 1131 | 8.1 | -0.4% | 656 | 2.9 | 1 | 48 | 3.3 | 1049 | -0.31 | i | 9 | 0.5 | 18 | i | i | -1.9
NC(=O)c1ncn([C@@H]2O[C@H](CO)[C@@H](O)[C@H]2O)n1 | 21 | x | 9.2 | 2.8% | 705 | 3.4 | 7 | 17 | 2.5 | x | x | i | -2 | 1.7 | 8 | i | i | x
CCc1ccc(CN2CCC(C(=O)Nc3ccc(-n4nc(C)cc4C)cc3)CC2)o1 | x | x | x | -0.3% | 678 | x | x | 16 | x | x | x | i | x | 1.6 | -6 | i | x | x
Cc1cc(-c2csc(NC(=O)c3ccc(=O)[nH]c3)n2)c(C)n1Cc1ccccc1 | 13 | 1409 | 7.7 | 0.4% | 582 | 5.2 | 7 | 32 | 1.7 | 1047 | -0.74 | i | 7 | 0.5 | -4 | i | i | 0.1
COc1ccc(NC(=O)c2cc(S(=O)(=O)N3CCOCC3)ccc2N2CCOCC2)cc1 | x | x | x | 0.1% | 827 | x | x | 22 | x | x | x | i | x | 0.9 | 3 | i | x | x
COC(=O)CNC(=O)CCc1nnc(C2(c3ccc(Cl)cc3)CCC2)o1 | -3 | 1412 | 0.8 | 1.1% | 757 | 0.8 | 4 | 40 | 1.6 | 1108 | 0 | i | -7 | 0.5 | 6 | i | i | 0.2
CCC(C)NC(=O)CSc1n[nH]c(-c2cc(Cl)ccc2OC)n1 (stereo unspecified) | -3 | 1175 | 4.6 | -1.1% | 693 | 2.0 | 1 | 24 | 2.5 | 1105 | -0.12 | i | 0 | 0.5 | -21 | i | i | -0.8
CCCOC(=O)c1c(NC(=O)/C=C/c2cnn(C)c2C)sc(C(=O)OC)c1C | 33 | 1017 | 2.3 | 0.1% | x | 1.3 | 12 | 27 | 2.1 | 947 | -1.1 | i | 21 | 11 | x | i | i | -2.2
Cn1c(C(=O)N2CCCC(C(=O)NCc3ccc4c(c3)OCO4)C2)cc2sccc21 (stereo unspecified) | -1 | 827 | 7.3 | -0.3% | x | 4.6 | 4 | 37 | 4.5 | x | 1 | i | 5 | 3.2 | x | i | i | x
Cn1c(=O)[nH]c(=O)c2c1nc(NCc1ccco1)n2Cc1ccccc1Cl | -5 | 1527 | 3.4 | 0.3% | 750 | 1.6 | -15 | 58 | 0.9 | 1048 | -0.35 | i | -13 | 0.2 | 3 | i | i | 1.3
CCOc1ccc(N(CC(=O)N2CCCC2)S(=O)(=O)c2ccc(F)cc2)cc1 | x | x | x | -1.0% | 567 | x | x | 74 | x | x | x | i | x | 0.9 | -9 | i | x | x
CC(=O)Nc1ccc(-c2sc(Nc3cccc4ccccc34)n[n+]2-c2ccccc2)cc1 | x | x | x | -0.5% | 784 | x | x | 22 | x | x | x | i | x | 0.6 | 1 | i | x | x
NC(=O)c1cccc2c1C(=O)N(C1CCCCC1)C2 | 9 | x | 5.3 | 0.1% | 651 | 3.5 | x | 19 | 3.0 | 1124 | x | i | 0 | 4.0 | 4 | i | x | 0.1
COc1ccc(-n2c(C)c([N+](=O)[O-])c3ccc(O)c(CN(C)C)c32)cc1 | 6 | 1295 | 3.3 | x | x | 0.9 | 1 | 35 | 1.6 | 1339 | 2.1 | i | 7 | 0.2 | x | i | i | 0.9
CCN(CC)C(=O)CNC(=S)N(CCCN1CCOCC1)Cc1cccs1 | -4 | 1517 | 1.3 | -0.6% | 658 | 2.4 | -20 | 43 | 2.2 | 1224 | -0.2 | i | -11 | 0.4 | 31 | i | i | -2.0
CCNc1ccc(S(=O)(=O)C(F)(F)F)cc1NC(=O)C12CCC(CC1)C2 | -6 | 1882 | 0.2 | -0.3% | 637 | 3.0 | -8 | 27 | 2.0 | 1122 | -1.1 | i | 5 | 1.6 | 1 | i | i | -2.0
Cc1cc(Nc2ccccc2)nn1C(=O)c1ccc([N+](=O)[O-])cc1 | -6 | 1275 | 0.9 | -0.1% | 711 | 3.2 | -13 | 33 | 1.5 | 1194 | -0.12 | i | -1 | 0.7 | 8 | i | i | -1.0

Gathered by group, the entries above with a furan ring, fused or not.
canonical_smiles | WT yeast gro inh | Ins promoter up cell count | MT stabilize HCS cytotoxicity % | West Nile antiviral | Lipid droplet cells 6.5 µM | MT stabilize HCS | Autophagy mod cell loss 18 h | T cell modulator vesicle-bound % | MT stabilize HCS Hoechst-high % | b-catenin transl cell count 5 µM | Ins promoter up | Myeloid diff 2 | WT yeast gro inh mutant strain | Myeloid diff 2 GFP+ MAC1+ % | Lipid droplet | T cell modulator | Autophagy mod | b-catenin transl
O=C(NCCCN1CCOCC1)c1ccc(CS(=O)(=O)Cc2ccc(Cl)cc2)o1 | -19 | 1231 | 7.2 | -0.1% | 624 | 4.3 | -4 | 17 | 1.6 | x | 0.92 | i | -8 | 1.0 | 0 | i | i | x
CCc1ccc(CN2CCC(C(=O)Nc3ccc(-n4nc(C)cc4C)cc3)CC2)o1 | x | x | x | -0.3% | 678 | x | x | 16 | x | x | x | i | x | 1.6 | -6 | i | x | x
Cn1c(=O)[nH]c(=O)c2c1nc(NCc1ccco1)n2Cc1ccccc1Cl | -5 | 1527 | 3.4 | 0.3% | 750 | 1.6 | -15 | 58 | 0.9 | 1048 | -0.35 | i | -13 | 0.2 | 3 | i | i | 1.3

(list continues)
canonical_smiles | WT yeast gro inh | Ins promoter up cell count | MT stabilize HCS cytotoxicity % | West Nile antiviral | Lipid droplet cells 6.5 µM | MT stabilize HCS | Autophagy mod cell loss 18 h | T cell modulator vesicle-bound % | MT stabilize HCS Hoechst-high % | b-catenin transl cell count 5 µM | Ins promoter up | Myeloid diff 2 | WT yeast gro inh mutant strain | Myeloid diff 2 GFP+ MAC1+ % | Lipid droplet | T cell modulator | Autophagy mod | b-catenin transl
COC(=O)c1ccc(N=C2SCC(=O)N2C)cc1 | x | x | x | -0.3% | 804 | x | x | 58 | x | x | x | i | x | 0.4 | -2 | i | x | x
COc1ccc(-c2c(C)n([O-])c3c([n+]2=O)CCC3)cc1OC | 8 | x | 8.1 | 0.2% | 728 | 2.5 | 3 | 18 | 1.9 | x | x | i | 17 | 0.3 | 6 | i | i | x
O=C(c1nc2ccccc2[nH]1)c1ccccc1[N+](=O)[O-] | x | 1426 | x | -0.1% | 726 | x | x | 6 | x | 1035 | -0.56 | i | x | 0.1 | 12 | i | x | 0.8
Cc1nc(Nc2ccccc2)sc1C(=O)c1ccccc1 | x | 1440 | x | -0.4% | 691 | x | x | 19 | x | 1148 | 0.01 | i | x | 0.3 | 0 | i | x | -3.3
COC(=O)c1ccccc1NC(=O)CSc1nnc(-c2ccncc2)o1 | -7 | 1763 | 9.6 | 0.1% | 643 | 3.0 | 16 | 8 | 2.8 | 1024 | -0.05 | i | -10 | 0.8 | -1 | i | i | -0.7
CCCc1cc(=O)n2[nH]cc(-c3ccc(Cl)cc3)c2n1 | x | x | x | -0.9% | 806 | x | x | 56 | x | x | x | i | x | 0.6 | -6 | i | x | x
CC(=O)c1c(C)[nH]c(C(=O)CSc2nnc(-c3ccccc3)n2Cc2ccc3c(c2)OCO3)c1C | 34 | 938 | 2.8 | -0.1% | 773 | 3.9 | 1 | 40 | 2.4 | 1268 | -0.53 | i | -4 | 0.7 | 1 | i | i | -3.9
COc1ccccc1-c1ccc(/C=C2/C=C(CC(C)C)OC2=O)o1 | 12 | 1237 | 8.3 | -0.4% | 742 | 5.0 | 1 | 20 | 1.1 | 516 | 0.44 | i | -15 | 0.5 | -9 | i | i | -1.6
CCOc1nc(-c2ccccc2)ccc1-c1noc(-c2cccs2)n1 | -9 | 1537 | 9.0 | 0.9% | x | 2.3 | -2 | 45 | 1.0 | 1371 | 0.19 | i | -27 | 2.7 | x | i | i | -1.7
CCOC(=O)c1cccc(NC2c3ccccc3C(=O)N2Cc2ccco2)c1 (stereo unspecified) | 3 | 1589 | 9.3 | -0.6% | 617 | 3.1 | x | 36 | 2.6 | 1062 | -1.6 | i | -3 | 2.0 | -7 | i | x | 0.4
